Assay outcomes as filed in PubChem BioAssay.
GSK3A inh: human GSK-3 alpha kinase inhibition. ADP-Glo luminescence, 60 min. AID 2650. inhibition, % at 10 µM. hit rate 0.1% among 320,000;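 in the data active = inhibition above about 50%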;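 also: GST-tagged GSK-3 alpha with peptide substrate and 25 µM ATP; 0% = DMSO neutral wells and 100% = GW8510 positive control wells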
Target sequence (P49840 whole entry, looked up): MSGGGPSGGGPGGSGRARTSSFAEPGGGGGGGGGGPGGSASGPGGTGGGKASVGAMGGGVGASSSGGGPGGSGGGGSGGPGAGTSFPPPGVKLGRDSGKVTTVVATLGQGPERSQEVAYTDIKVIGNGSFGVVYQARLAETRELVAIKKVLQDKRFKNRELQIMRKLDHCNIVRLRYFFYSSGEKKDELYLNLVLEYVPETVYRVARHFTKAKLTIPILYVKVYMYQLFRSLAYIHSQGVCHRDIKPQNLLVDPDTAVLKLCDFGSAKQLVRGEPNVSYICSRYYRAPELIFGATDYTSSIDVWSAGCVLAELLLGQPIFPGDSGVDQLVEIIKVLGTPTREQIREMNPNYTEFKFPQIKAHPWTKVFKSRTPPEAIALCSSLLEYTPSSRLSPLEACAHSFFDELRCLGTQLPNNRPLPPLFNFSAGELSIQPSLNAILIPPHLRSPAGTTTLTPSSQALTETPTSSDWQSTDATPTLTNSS
HSF1 inh: HSF1 inhibition; NIH3T3-HGL HSE-luciferase, MG132-induced, luminescence 8 h; hits give low values; activity change, negative = inhibition, % at 7.5 µM (by protocol); hit rate 0.77% among 300,000; AID 2098;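 active = more than half of replicate wells show activity change below -50%, luminescence cut by over half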;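 also: luciferase reports HSF-1 transcriptional activity via heat shock element; 0% = median of DMSO wells and -100% = zero luminescence signal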
IEC-6 cytotox: IEC-6 cytotoxicity, counter-screen for KLF5 inhibitors; luminescence viability; inhibition, % at 5 µM; hit rate 0.78% among 290,000; AID 1825; in the data active = inhibition above about 22%;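 also: 0% = plate median of test compound wells and 100% = cytotoxic reference compound wells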
aSyn 5UTR inh: 5' untranslated region of α-synuclein, MLPCN primary screen; AID 1813; alpha-synuclein 5'UTR reporter, inhibitor activity; inhibition, % (tested at 7.5 µM); hit rate 0.82% among 300,000; in the data active = inhibition above about 60%;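 also: H4 neuroglioblastoma cells stably carrying SNCA 5'UTR luciferase fusion; 0% = DMSO wells and 100% = positive control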
GSK3B inh: human GSK3beta kinase inhibition; P49841; GST-GSK3beta kinase, ADP-Glo luminescence, 60 min; hits give low values; activity score (negative = inhibition), % at 10 µM; hit rate 0.038% among 300,000; AID 2097;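 active = more than half of replicate wells score below -50%, meaning over 50% inhibition versus plate controls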;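 also: 0% = median DMSO wells and -100% = median GW8510 positive control wells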
Target sequence (P49841 whole entry, looked up): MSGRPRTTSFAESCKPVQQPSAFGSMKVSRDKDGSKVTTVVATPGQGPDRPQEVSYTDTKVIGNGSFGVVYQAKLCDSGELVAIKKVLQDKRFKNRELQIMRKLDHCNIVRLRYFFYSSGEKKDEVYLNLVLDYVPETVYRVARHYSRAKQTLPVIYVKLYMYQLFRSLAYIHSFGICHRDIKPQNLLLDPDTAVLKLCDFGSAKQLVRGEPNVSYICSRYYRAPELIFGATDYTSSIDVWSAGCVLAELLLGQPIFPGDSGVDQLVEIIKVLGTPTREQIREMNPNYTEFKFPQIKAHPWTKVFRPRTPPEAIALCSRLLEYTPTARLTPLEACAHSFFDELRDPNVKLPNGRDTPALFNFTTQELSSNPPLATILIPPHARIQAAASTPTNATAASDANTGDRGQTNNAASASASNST
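test system = GST-tagged human GSK3beta kinase, cell-free | reagent = 25 µM ATP with peptide substrate | dosing = one dose of 10 µM per compound | schedule = 60 min reaction, RT | detection = luminescent ADP-Glo measurement of ADP formed | control set = DMSO neutral wells and GW8510 at 20 µM as positive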
HSF-1 act: increases HSF-1 driven luciferase reporter signal | NIH3T3-HGL HSF-1 luciferase reporter, MG132, 8 h; 100% = twice DMSO control signal | activation, % at 9 µM | hit rate 1.7% among 300,000;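 active = mean replicate activation of at least 50% with a set share of replicates each reaching 50%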;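 also: 0% = median of the neutral control wells and 100% = twice that signal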
KLF5 inhibitor: suppresses KLF5 promoter-driven expression; inhibition, % at 5 µM; DLD-1 KLF5 promoter-luciferase reporter, luminescence; hit rate 0.23% among 290,000;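 active = inhibition above a per-plate limit of that plate's mean compound inhibition plus 3 SD, cut at about 60% in these data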;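 also: 0% = DMSO wells and 100% = LY294002 at 200 µM; higher means less KLF5 promoter-driven luciferase light; inactives centre near -14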
AI-2 QS mod: modulators of Vibrio harveyi AI-2 quorum sensing system. Vibrio harveyi JMH597 AI-2 luminescence/OD600 ratio, 9 h; hits give low values; strain lacks LuxN and CqsS sensors; 0 = neutral-control median. activity change, % at 7.5 µM. hit rate 0.4% among 300,000; in the data active = activity change below about -75%, passing the limit was not always enough;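 also: luminescence divided by OD600 gain over 9 h not by final OD600 alone; inactives centre near 13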
HSP90 refold inh: HSP90 refolding inhibition in rabbit reticulocyte lysate. hit rate 0.91% among 290,000. AID 1789. inhibition, % at 5.6 µM. luciferase refolding luminescence, 3 h;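 active = inhibition above the screen-wide mean plus 3 SD, computed separately per campaign, cut at about 16% in these data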;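 also: 0% = DMSO wells and 100% = 60 µM geldanamycin wells; inhibitors lower the luminescence because luciferase stays unfolded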
PolyA inhibitor: inhibitors of polyadenylation in S. cerevisiae; hit rate 0.02% among 300,000; calls only at 12 µM; S. cerevisiae SKY197-pL101 polyadenylation reporter, beta-gal luminescence; efflux-impaired pdr1/pdr3 knockout yeast; score 100 = 6 SD above DMSO;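 active = lowest replicate activity score at least 50, where 100 means six control SD above control mean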;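 also: yeast exposed to compound for 9 h at 30 °C; higher score means more reporter readthrough which indicates perturbed polyadenylation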
* = called active by the depositor; i = inactive; . = not tested or not shown.

SMILES	GSK3A inh	HSF1 inh	IEC-6 cytotox	aSyn 5UTR inh	GSK3B inh	HSF-1 act	KLF5 inhibitor	AI-2 QS mod	HSP90 refold inh	PolyA inhibitor
Cc1nn(CC(=O)Nc2c(F)cc(F)cc2Br)c(=O)c2cccn12	-1	0	1	15	0	-2	-25	6	2	i
CCCCc1nnc(NC(=O)C2CC(=O)N(c3ccc(C)cc3)C2)s1 (stereo unspecified)	-3	-7	1	20	-1	3	-13	7	2	i
O=C1CCCCN1CCCC(=O)N1CCCC(Nc2ccc(F)cc2)C1 (stereo unspecified)	1	-1	0	-25	0	19	-8	7	1	i
Cc1cc(C)cc(N2C(N)=NC(N)=NC2c2ccccc2F)c1 (stereo unspecified)	2	-6	6	8	-2	-1	-44	14	1	i
CC(=O)Nc1ccc(NS(=O)(=O)c2c(Cl)cccc2Cl)cc1	0	-1	-10	11	1	-17	-14	15	-1	i
Cn1c(SCCC(=O)O)nnc1-c1ccncc1	3	-12	2	17	4	-9	-26	12	-1	i
COc1ccc(NC(=O)C(=O)NCCN2CCN(C(=O)c3cccs3)CC2)cc1	1	-3	-2	1	6	7	-7	13	-2	i
COc1ccc(NC2=CC(=O)CC(C)(C)C2)cc1	-3	1	4	4	1	1	-9	22	-2	i
O=S(=O)(c1cc(F)cc(F)c1)N1CCN(c2ncccn2)CC1	1	4	9	-17	3	12	-42	5	2	i
Cc1ccc2c(c1)NC(=O)C(CC(=O)NCCN(C)C)O2 (stereo unspecified)	0	-1	3	-1	2	-4	-23	38	1	i
Cc1c(-c2ccc(O)cc2)nc2nc(-c3ccccc3)c(-c3ccccc3)nn12	-3	-8	-1	16	-1	-1	8	-8	2	i
Cc1cc(=O)n(C)c(=O)n1CCCCOc1ccc([N+](=O)[O-])cc1	5	.	6	-2	-3	.	-19	8	3	i
S=C(N=Nc1ccccc1)NNc1ccccc1	1	-6	0	-132	1	-7	3	1	-2	i
CCOc1ccccc1N(CC(=O)Nc1ccc(C)cc1)S(C)(=O)=O	-1	-6	2	6	-1	-2	0	19	1	i
COC(=O)Cc1cc(=O)n2c(nc3ccccc32)[nH]1	-1	2	3	-34	0	-7	-20	28	0	i
O=C(O)CCN1C(=O)c2ccc(NC(=O)C(c3ccccc3)c3ccccc3)cc2C1=O	-1	4	3	-2	1	13	-35	-9	2	i
COc1ccc(NC(=O)Nc2cccnc2)cc1	0	-4	7	-41	1	-18	-14	0	-2	i
COC(=O)CNC(=O)c1cc(-c2ccncc2)nc2ccc(C)cc12	0	2	2	5	3	-13	-20	12	-1	i
O=S(=O)(Nc1ccc(Nc2ccccc2)cc1)c1ccc(F)cc1	1	-5	.	-34	-3	9	.	-95*	.	i
CCn1c(=O)c2c(n3c(=S)[nH]nc13)-c1ccccc1CC21CCCCC1	13	-1	11	17	-14	5	9	35	5	i
CC1CCC2(CC1)NC(=O)c1ccccc1O2 (stereo unspecified)	2	-4	-1	-2	0	6	-17	11	-5	i
COc1ccc(C(=O)OCC(=O)Nc2ccc(F)c(F)c2)cc1OC	-2	4	3	-1	0	10	-20	48	3	i
COC(=O)c1ccc(NC(=O)COC(=O)C2CCC2)cc1	0	-2	.	14	3	5	.	27	.	i
CCOC(=O)c1ccc(NC(=O)C2(c3ccc(OC)cc3)CCCC2)cc1	-2	11	2	-45	2	6	-25	42	7	i
Cc1ccc(C(=O)N/C(=C\c2ccco2)C(=O)N2CCOCC2)cc1C	2	-8	-3	26	-1	-6	2	22	5	i
CC(C)Cc1nnc(NC(=O)CCC(=O)N2CCN(S(=O)(=O)c3ccccc3)CC2)s1	-1	-2	-6	-24	2	2	-9	24	-3	i
COCCCNC(=O)c1cc2c(-c3cccc(OC)c3)nn(C)c2s1	3	2	11	-19	-2	19	-20	14	3	i
CCOc1ccccc1-c1nn2c(Cc3ccccc3)nnc2s1	-3	3	5	-66	3	12	4	-9	0	i
CN(C)c1ccc(/C=N/NC(=O)c2nnn(-c3nonc3N)c2CN(C)c2ccccc2)cc1	3	4	5	-1	1	3	14	14	-2	i
CN(C)S(=O)(=O)c1cccc(NC(=O)c2cccc(NS(=O)(=O)c3ccccc3)c2)c1	-2	-7	6	13	0	8	-8	4	2	i
CSC(=S)N/N=C/c1ccc(Br)cc1	2	7	6	-7	-1	37	-36	-13	2	i
O=C(Nc1ccc(Br)cc1F)C1CCN(c2nnc(-n3cccc3)s2)CC1	.	3	-3	11	3	-11	-2	16	-2	i
ONC(=Nc1ccccc1Cl)c1c(F)cccc1F	0	-4	.	34	-2	12	.	-32	.	i
CC(=O)Oc1ccc(C(=O)Nc2ccc(S(=O)(=O)N3CCOCC3)cc2)cc1	-1	-15	-12	4	-1	-14	-12	7	-3	i
Cc1cc(C)c(C(=O)N(CCN(C)C)CC2CCCN(Cc3ccccc3F)C2)o1 (stereo unspecified)	3	2	-6	-23	0	-2	-4	13	4	i
CC(=O)Nc1cccc(C(=O)/C=C/c2ccc(Br)cc2)c1	-1	-8	11	-76	2	15	6	-3	4	i
COc1ccc(CN2CN(C(C)C)CSC2=S)cc1	-5	-4	6	-7	0	-15	-3	4	-1	i
CCOC(=O)Nc1cc(C)ccc1OC	-2	1	3	21	0	31	-20	27	-5	i
CC1CCCN(CCC(=O)Nc2ccc(F)c(F)c2)C1 (stereo unspecified)	-3	-7	2	8	-1	-5	-35	4	5	i
Cc1ccc(-n2nc(C)c3cc(C(=O)O)sc32)cc1	15	-69*	2	15	-7	-76	-3	39	-1	i

Another view of three compounds above:
Screens in order – GSK3A inh, HSF1 inh, IEC-6 cytotox, aSyn 5UTR inh, GSK3B inh, HSF-1 act, KLF5 inhibitor, AI-2 QS mod, HSP90 refold inh, PolyA inhibitor
CC1CCCN(CCC(=O)Nc2ccc(F)c(F)c2)C1 (stereo unspecified)
 : -3, -7, 2, 8, -1, -5, -35, 4, 5, i
CC1CCC2(CC1)NC(=O)c1ccccc1O2 (stereo unspecified)
 : 2, -4, -1, -2, 0, 6, -17, 11, -5, i
COC(=O)c1ccc(NC(=O)COC(=O)C2CCC2)cc1
 : 0, -2, ., 14, 3, 5, ., 27, ., i

Remaining list, next part
SMILES	GSK3A inh	HSF1 inh	IEC-6 cytotox	aSyn 5UTR inh	GSK3B inh	HSF-1 act	KLF5 inhibitor	AI-2 QS mod	HSP90 refold inh	PolyA inhibitor
Cc1ccc(NC(=O)COc2cccnc2[N+](=O)[O-])cc1S(=O)(=O)N1CCCCC1	-1	8	4	15	0	0	-12	21	-2	i
Cc1c(OCC(=O)N2CCC(C(=O)O)CC2)ccc2c3c(c(=O)oc12)CCC3	3	-2	-3	11	3	6	-7	16	1	i
Cc1cccc(N2CCN(C(=O)C3CCN(S(=O)(=O)c4cccc5cccnc45)CC3)CC2C)c1 (stereo unspecified)	0	0	.	19	1	19	.	53	.	i
COc1cccc(/C=C2\CCc3ccccc3C2=O)c1	4	13	-2	-97	-4	11	-72	-33	8	i
Cc1cccc(CN2C(=O)N/C(=C/c3cc(C)n(-c4ccccn4)c3C)C2=O)c1	-3	1	1	-27	-1	17	-19	26	2	i
CC(NCc1ccc2c(c1)OCO2)C(=O)N1CCc2ccccc21 (stereo unspecified)	0	1	-3	-3	2	0	17	14	1	i
CCC(C)NC(=O)N[C@@H](Cc1ccccc1)C(=O)O (stereo partly specified)	1	6	1	23	1	1	-7	18	3	i
O=C(Cc1ccccc1F)Nc1nc(-c2cccnc2)cs1	-3	-5	3	-27	-1	-5	-18	16	-2	i
Cc1cc[n+](-c2[nH]c(=O)sc2/C=N/N=C(\[O-])c2ccccc2)cc1	2	6	1	-14	2	14	-6	5	2	i
O=C(Cc1cccc2ccccc12)N/N=C/c1ccc(Sc2nc3ccccc3s2)o1	-1	-1	-6	-2	-3	6	-13	10	4	i
CCC(C)(C)NC(=O)C(c1ccc(O)cc1)N(C(=O)Cn1nnc2ccccc21)c1ccc(NC(C)=O)cc1 (stereo unspecified)	-1	-4	-8	22	1	-3	-27	4	-6	.
CNC(=S)Nc1sc2c(c1C(=O)OC)CCC2	-1	-1	-9	-28	-2	4	-20	16	-1	i
COc1ccc(N2CCN(C(=O)Nc3cccc(C(F)(F)F)c3)CC2)cc1	-1	-7	2	25	17	10	12	12	3	i
O=C(NCCCN1CCOCC1)c1ccc(CNS(=O)(=O)c2ccc(Br)cc2)cc1	.	-3	-1	14	0	11	-22	15	4	i
O=C(CSc1nnc(Cc2ccccc2)o1)Nc1ccccc1	-2	.	5	.	1	.	1	-3	3	.
CC(C)(C)c1ccc(C(=O)Nc2cccc3ncccc23)cc1	-1	-2	3	-20	.	2	-8	.	13	i
O=C(CNC(=O)N1CC(=O)Nc2ccccc21)Nc1cc(Cl)ccc1Cl	-2	17	7	1	0	43	1	8	1	i
CCOc1ccc(CCNC(=O)c2cccc(NC3=NC4CS(=O)(=O)CC4S3)c2)cc1 (stereo unspecified)	-1	-4	8	13	2	-24	-24	28	-3	i
CC(NS(=O)(=O)c1ccc(F)cc1)C(c1cccs1)N1CCN(C)CC1 (stereo unspecified)	-2	-6	-7	19	3	-21	-4	11	4	i
CCN(C(=O)CSc1cc(C)c2ccccc2n1)C1CCS(=O)(=O)C1 (stereo unspecified)	-2	5	-2	8	1	11	8	23	0	i
CCOc1ccc(-c2nn[nH]n2)cc1	-2	-4	0	-17	-1	-5	-19	18	-1	i
O=C(c1ccc([N+](=O)[O-])cc1)c1cc2ccc(O)cc2oc1=O	0	-2	-1	-17	2	-10	-40	8	-1	i
CCCCCCC(=O)Nc1ccc(C(=O)N2CCCC2)cc1	0	14	-1	23	-1	7	0	21	-1	i
CC(=O)c1ccc(NC2CC(O)C(O)CO2)cc1 (stereo unspecified)	2	23	-10	49	4	28	-16	4	-4	i
COc1ccc(NC(=S)NC2CCCCC2)cn1	.	21	12	-38	-5	28	-9	-21	-5	i
COCCNC(=O)c1ccc(NC(=O)C2(c3ccccc3)CCCC2)cc1	0	-8	2	16	1	0	-5	16	-1	i
COc1ccc(NS(=O)(=O)c2cc(OC)ccc2NC(=O)c2cc(C)oc2C)cc1	-2	-20	45*	22	0	-9	33	11	2	i
COc1ccc(C(=O)c2ccc(CC(=O)O)s2)cc1	.	-16	-5	35	2	-29	-33	20	4	i
O=C(O)CCC(=O)N1N=C(c2ccccc2)CC1c1ccc(Br)cc1 (stereo unspecified)	-3	8	-1	-14	6	0	-37	20	-1	i
COc1ccc2[nH]c3c(c2c1)CN(C)CC3	2	-3	-3	-15	1	15	-24	11	1	i
CC1(C)Cc2cccc(OCC(=O)Nc3ccccc3F)c2O1	-1	-1	.	8	2	8	.	0	.	i
Cc1nn(C)c(C)c1NC(=O)CSc1nc(Cc2ccccc2)nc2c1cnn2-c1ccccc1	1	-1	-4	17	2	-5	-35	1	1	i
O=C(C1CCCN(c2ncnc3c2nc2n3CCCCC2)C1)N1CCCCC1 (stereo unspecified)	-2	-4	-4	12	0	-18	-7	8	-2	i
CCn1c(=NC(=O)CS(=O)(=O)c2ccc(F)cc2)sc2cccc(OC)c21	-4	3	.	-2	2	1	.	12	.	i

The list is partial. The share of hits here may be higher or lower than overall.
